HCV inhibitor: HCV inhibition; AID 651820; Huh7.5.1 HCVcc-Cre infection, luciferase reporter, 44 h; 340,000 compounds, 3.4% hits; Potency, µM (doses to about 41.8 µM), inactives show at the highest dose activity change, negative = inhibition, actives largely listed as inhibitors; also: potency is read from the fitted curve at half-maximal effect; % is scaled to controls: 0 for no effect and ±100 for the full control effect
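1,000 cells/well; 4 h culture; + compound; + HCVcc-Cre (~0.5 moi); 44 h; luciferase substrate, RT 15 min; read 15 sec.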
LmPK inhibitor: inhibitors of Leishmania mexicana pyruvate kinase. Potency, µM (titrated, usually from 57.5 µM), without a hit: at the highest dose activity change, negative = inhibition, usual class: inhibitors. Q27686. 290,000 compounds, 0.37% hits. AID 1721. purified LmPK, Kinase-Glo ATP luminescence, 1 h; also: potency is read from the fitted curve at half-maximal effect; % is scaled to controls: 0 for no effect and ±100 for the full control effect
Target sequence (Q27686 whole entry, looked up): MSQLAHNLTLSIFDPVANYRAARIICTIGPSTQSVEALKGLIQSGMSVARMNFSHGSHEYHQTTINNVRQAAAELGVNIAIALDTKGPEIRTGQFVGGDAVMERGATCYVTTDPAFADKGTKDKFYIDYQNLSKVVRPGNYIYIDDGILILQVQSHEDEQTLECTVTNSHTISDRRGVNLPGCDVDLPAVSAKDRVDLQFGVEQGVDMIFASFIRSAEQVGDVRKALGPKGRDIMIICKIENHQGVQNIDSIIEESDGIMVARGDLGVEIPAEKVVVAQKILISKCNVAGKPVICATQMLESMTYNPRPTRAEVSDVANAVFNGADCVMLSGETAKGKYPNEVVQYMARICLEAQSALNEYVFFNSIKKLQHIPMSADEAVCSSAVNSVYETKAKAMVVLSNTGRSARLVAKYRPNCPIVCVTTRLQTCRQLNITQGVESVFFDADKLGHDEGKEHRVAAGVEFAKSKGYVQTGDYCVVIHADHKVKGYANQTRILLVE
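Purified LmPK (0.1 nM) with 0.5 mM PEP and 0.1 mM ADP in imidazole buffer pH 7.2 with MgCl2/KCl, 1 h at room temperature. ATP formed was read by luciferase luminescence and normalized to no-enzyme and uninhibited controls.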
Cycloheximide cs: affects cycloheximide protein synthesis inhibition readout, counter-screen | cell reporter, cycloheximide protein synthesis inhibition counterscreen | max response, % | 300,000 compounds, 12% hits; in the data active = max response mostly above about 13%, no sharp cut-off; inactive = mostly below about 14%; also: read at 38.3 µM for the half of the compounds with a filed dose; 0% is about no effect
Shiga toxin inh: inhibitors of Shiga toxin in Vero cells | Vero cells, Shiga toxin protein synthesis inhibition reporter | inhibition, % at 38.7 µM | 290,000 compounds, 9.2% hits | AID 2315; in the data active = inhibition mostly above about 28%, no sharp cut-off; inactive = mostly below about 43%; also: 0% is about no effect
TbPYK inhibitor: blocks Trypanosoma brucei pyruvate kinase | 410,000 compounds, 0.12% hits | Potency, µM (doses to about 76.8 µM), inactives show at the highest dose activity, negative = inhibition, usual class: inhibitors | Q57TT1 | AID 624173 | TbPYK enzyme, Kinase-Glo Plus ATP luminescence, 45 min; also: potency is read from the fitted curve at half-maximal effect; % is scaled to controls: 0 for no effect and ±100 for the full control effect; nearly all actives have a fitted effect of over 50% in size
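Assay buffer: 50 mM TEA pH 7.2, 100 mM KCl, 10 mM MgCl2, 0.05% BSA, 0.01% Tween-20. Pyruvate kinase from T. brucei plus substrate met compound, then ADP (130 uM final). Luminescence was read post 45 min RT.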
Pf growth 96h: P. falciparum growth inhibition at 96 hours. P. falciparum luciferase reporter growth, 96 h. Potency, µM (titrated, usually from 28.7 µM), inactives show at the top dose activity change, negative = inhibition, actives largely listed as inhibitors. 320,000 compounds, 6.9% hits; also: potency is read from the fitted curve at half-maximal effect; % is scaled to controls: 0 for no effect and ±100 for the full control effect
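Luminescence readout: decreased luciferase signal marks inhibited growth of reporter-expressing P. falciparum in infected red cells (2% hematocrit, 0.05% parasitemia final), exposed to compound two generations (96 h, 37 C, 5% CO2).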
Pf growth 48h: P. falciparum growth inhibition at 48 hours (one generation). P. falciparum luciferase growth in erythrocytes, 48 h. Potency, µM (highest dose often 28.7 µM), inactives show at the top dose activity change, negative = inhibition, hits mostly inhibitors. 310,000 compounds, 5.9% hits. AID 504832; also: potency is read from the fitted curve at half-maximal effect; % is scaled to controls: 0 for no effect and ±100 for the full control effect
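Erythrocytes infected with P. falciparum carrying an integrated firefly luciferase reporter (2% hematocrit, 0.1% parasitemia final) were exposed to compounds in RPMI 1640 with 0.5% Albumax at 37 C, 5% CO2. Growth inhibition was scored as reduced luminescence.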
Active calls of the source: *; ? = inconclusive; . = not tested or not shown; & = joins results of further samples; [ ] = remark or other dose. Unless noted, calls follow the shape of the dose curve; as a rule, active = well fitted curve in the direction sought with a large enough effect; inconclusive = small, poorly fitted or top-dose-only effect, or another doubt; inactive = no such curve, though single readings can be large; an effect the other way counts as inactive or inconclusive. An unsorted share of the library; any-hit rate near 24%.

Values run as follows: HCV inhibitor	LmPK inhibitor	Cycloheximide cs	Shiga toxin inh	TbPYK inhibitor	Pf growth 96h	Pf growth 48h
COc1ccccc1N1CCN(C2CCN(S(=O)(=O)c3ccc4ccccc4c3)CC2)CC1
→ 14µM*	4%	-2	44	-2%	?	13µM*
CCCN1CCC(=O)N([C@H](CSc2ccccc2)CC(C)C)CC1
→ 6%	3%	45*	42*	-3%	?	61%
COC(=O)c1[nH]c2cc(OC)ccc2c1NC(=O)CCN1CCN(c2cccc(C)c2C)CC1
→ 6.3µM*	11%	-11	-21	-4%	-5%	2.6µM*
Cc1ccc(S(=O)(=O)NCc2cn3ccccc3n2)c(C)c1
→ 3%	-12%	2	-8	0%	0%	5%
Cc1ccc(C2OC3=C(C(=O)CC(C)(C)C3)C(N)=C2C#N)o1 (configuration not stated)
→ ?	-3%	-1	22	-4%	?	1%
O=C(c1sc2ccccc2c1Cl)N(Cc1cccs1)C1CCS(=O)(=O)C1 (configuration not stated)
→ -26%&-12%	0%	-6	-6	-5%	-1%	-29%
COc1ccc(C(C#N)c2cnccn2)cc1OC (configuration not stated)
→ 6%	.	.	.	-12%	?	?
Brc1ccc(-c2nnc3sc(CN4CCC5(CC4)OCCO5)cn23)cc1
→ 8%&-3%	6%	2	3	0%	-19%	6%
C/C(=N\NC(=O)c1ccn(C)n1)c1ccc(NC(=O)C2CCC2)cc1
→ 3%	-11%	27*	56*	0%	3%	13%
FC(F)(F)c1cc(-c2ccccc2)nc(NC2CCCC2)n1
→ ?	-11%	-2	-11	0%	-4%	.
O=C(Nc1ccccc1F)c1cccc(C(=O)Nc2ccccc2F)c1
→ -21%	-6%	14	19	-3%	?	121%[activator]
COc1ccc(N2CC(O)=C(c3n(C)c4ccccc4[n+]3C)C2=N)cc1
→ -16%	3%	-2	-4	?	-15%	.
C=CCn1c(SCC(=O)NCCc2ccccc2)nnc1C(C)NC(=O)c1cccs1 (configuration not stated)
→ 6%	-2%	-2	14	-9%	-28%	?
Cc1cccc(C(C(=O)NC2CCCCC2)N(Cc2cccnc2)C(=O)c2csnn2)c1 (configuration not stated)
→ -2%	-1%	-1	-14	-2%	?	?
COC(=O)/C=C1\S/C(=N/NC(=O)c2ccc(OC)cc2)NC1=O
→ 3%	2%	3	32	-2%	?	-6%
CC(C)OC(=O)CC12CN3CN(C1)CC(CC(=O)OC(C)C)(C3)C2=O
→ 16%	0%	1	-12	6%	28%	8%
Cc1ccc(S(=O)(=O)N2CCN(C(=O)C3CC3C)CC2)c(C)c1 (configuration not stated)
→ 14%	.	.	.	3%	10%	?
O=C(c1ccc(F)cc1)N1CCCCC(S(=O)(=O)c2ccccc2)C1=O (configuration not stated)
→ ?	5%	0	-4	-4%	-11%	11%
CCCCCc1nc2ccccc2c(=O)n1-c1ccc(Cl)cc1[N+](=O)[O-]
→ 9%	3%	-4	2	4%	13µM*	4.7µM*
COC(=O)Nc1ccc(S(=O)(=O)Nc2ncccn2)cc1
→ -14%	-2%	5	2	-1%	-2%	13%
NNC(=O)CN1C(CN2CCOCC2)=Nc2ccc(Br)cc2C1c1ccccc1 (configuration not stated)
→ 18%	-7%	-7	-6	-3%	13µM*	?
COCCn1c(=NC(=O)/C=C/c2ccccc2)sc2cc(NC(C)=O)ccc21
→ -17%	2%	-2	-8	-7%	2.6µM*	?
O=C(CN1C(=O)COc2ccccc21)N(Cc1ccccc1)Cc1ccccn1
→ 3%	9%	35*	108	-9%	?	-2%
Nc1ccn(CC(=O)NCc2ccc3c(c2)OCO3)c(=O)n1
→ 11%	.	.	.	1%	31%[activator]	38%[activator]
O=C(c1cccc2ccccc12)C1CCCN(Cc2ccon2)C1 (configuration not stated)
→ -6%	2%	-2	-4	4%	29%	-11%
O=C(C1CCC1)N1CCN(S(=O)(=O)c2ccc(F)cc2)CC1
→ -10%	.	.	.	-8%	-10%	12%
CCN(CC)S(=O)(=O)N1CCC(C(=O)NCc2ccc(C)cc2)CC1
→ 1%	3%	-2	14	-8%	1%	11%
CCN(CC)CCN(C)C(=O)CCc1nnc(-c2ccc(C)s2)o1
→ -4%	-1%	22*	34*	7%	?	50%
O=C1CCC(C(=O)NC2(C(=O)NC3CCCCC3)CCCCC2)N1 (configuration not stated)
→ 24%	1%	-1	-16	0%	26%	33%[activator]
O=C(Nc1ccc(N2CCOCC2)nc1)c1cccs1
→ 2%	-4%	38*	57*	-12%	182%[activator]	461%[activator]

Structures shown so far that contain bromine:
Values run as follows: HCV inhibitor	LmPK inhibitor	Cycloheximide cs	Shiga toxin inh	TbPYK inhibitor	Pf growth 96h	Pf growth 48h
Brc1ccc(-c2nnc3sc(CN4CCC5(CC4)OCCO5)cn23)cc1
→ 8%&-3%	6%	2	3	0%	-19%	6%
NNC(=O)CN1C(CN2CCOCC2)=Nc2ccc(Br)cc2C1c1ccccc1 (configuration not stated)
→ 18%	-7%	-7	-6	-3%	13µM*	?

Record cards, as listed above. Order of values: HCV inhibitor, LmPK inhibitor, Cycloheximide cs, Shiga toxin inh, TbPYK inhibitor, Pf growth 96h, Pf growth 48h
Record of Brc1ccc(-c2nnc3sc(CN4CCC5(CC4)OCCO5)cn23)cc1 → 8%&-3%, 6%, 2, 3, 0%, -19%, 6%
Record of C=CCn1c(SCC(=O)NCCc2ccccc2)nnc1C(C)NC(=O)c1cccs1 (configuration not stated) → 6%, -2%, -2, 14, -9%, -28%, ?

(continued)
Values run as follows: HCV inhibitor	LmPK inhibitor	Cycloheximide cs	Shiga toxin inh	TbPYK inhibitor	Pf growth 96h	Pf growth 48h
Cc1ccc2[nH]cc(C(=O)NCc3cccs3)c(=O)c2c1
→ 10µM*	3%	10	-5	0%	-5%	?
O=C(COc1ccc(C(=S)N2CCCC2)cc1)Nc1ccc(F)cc1
→ -26%	5%	8	23	1%	10µM*	-22%
Cc1ccc(NC(=O)C2CCCN(S(=O)(=O)c3c(C)noc3C)C2)c(C)c1 (configuration not stated)
→ -12%	6%	-2	-13	3%	-1%	-12%
Cc1ccc2cc(CCNC(=O)C3CCCC3)c(=O)[nH]c2c1
→ 4%	5%	-3	-5	1%	-18%	-9%
COc1ccc(NC(=O)CNC(=O)Cn2cnc3sc4c(c3c2=O)CCCC4)cc1OC
→ 4%	1%	2	-3	10%	?	-1%
Cc1ccc(CNC(=O)c2ccc(N3CCC4(CC3)CC(c3ccccc3)=NO4)c(NC(=O)c3cccc(C)c3)c2)cc1
→ 11%	.	.	.	-10%	?	4.1µM*
COc1ccc(CNC(=O)c2cc3c(=O)n4cccc(C)c4nc3n(CC3CCCO3)c2=N)cc1 (configuration not stated)
→ -16%	-7%	-2	-8	1%	5.2µM*	?
Cc1ccc(S(=O)(=O)N2CC=C(C(=O)NC3CC3)CC2)cc1
→ 11%	5%	-1	-22	7%	?	?
COCCNC(=O)C1CCC(CNS(=O)(=O)c2cccc3nsnc23)CC1 (configuration not stated)
→ 10%	-1%	-2	-4	-3%	?	5%
COC(=O)C1=CN(c2cccc(C(F)(F)F)c2)C=C(C(=O)OC)C1c1ccc(O)c(OC)c1
→ ?	0%	-1	10	-4%	?	.
CCc1ccc(NC(=O)CN2CCCN(S(=O)(=O)c3ccc(F)cc3)CC2)cc1
→ ?	-2%	-3	1	-7%	34%[activator]	-19%
Cc1ccc(N2CC(C(=O)OCC(=O)Nc3cc(C)on3)CC2=O)c(C)c1 (configuration not stated)
→ 15%	-6%	-5	3	-4%	20%	13%
O=C1c2ccccc2C(=O)N1c1ncc(Cc2ccc(Cl)cc2)s1
→ -9%	5%	-1	-2	-4%	-8%	-1%
COc1ccc(C2CC(=O)c3cnc(Nc4cc(C)cc(C)c4)nc3C2)cc1 (configuration not stated)
→ -27%	2%	12	-15	-14%	?	?
CCC(Oc1ccccc1)C(=O)NCc1ccc(S(N)(=O)=O)cc1 (configuration not stated)
→ 18%	-6%	-2	2	4%	-8%	-8%
CCN1C(=O)[C@H]2[C@@H](c3ccc(-c4ccc(F)cc4)cc3)N3CCCC[C@@]3(C(=O)OC)[C@H]2C1=O
→ ?	.	.	.	1%	13µM*	9.3µM*
O=C(CSc1nnc2ccc(-c3ccco3)nn12)Nc1ccccc1F
→ 9%	.	.	.	0%	1%	55%[activator]
Cc1ccc(C)c(S(=O)(=O)N2CCN(C(=O)Cn3c(=O)cnc4ccccc43)CC2)c1
→ -5%	.	.	.	2%	-28%	?
O=C(COc1ncnc2ccccc12)N1CCOCC1
→ 17%	1%	-1	-16	10%	-9%	.
COc1cc2c(cc1OC)CN(Cc1cc(=O)oc3cc(C)c(C)cc13)CC2
→ -9%	-2%	-2	4	-10%	?	?
Cc1cc(NC(=O)CCS(=O)(=O)c2ccc3c(c2)NC(=O)C(C)S3)ccc1Br (configuration not stated)
→ ?	-5%	-2	1	-1%	-16%	17%
COc1ccc([N+](=O)[O-])cc1NS(=O)(=O)c1ccccc1
→ 24%	0%	4	-17	-5%	?	-8%
FC(F)(F)c1cccc(-c2cc3ccccc3nc2N2CCCC2)c1
→ 14%	-5%	4	-2	1%	?	?
O=C(NCCc1ccc(F)cc1)C(=O)Nc1cc2c3c(c1)CC(=O)N3CCC2
→ ?	.	.	.	2%	?	?
Cc1nc2nc(C)c(CCC(=O)NCc3ccc4c(c3)OCO4)c(C)n2n1
→ 25%	-2%	3	2	8%	82%[activator]	-17%
COc1ccc(Cc2nc3ccc(C(=O)NCc4cc(C)no4)cc3o2)cc1OC
→ -50%	2%	-2	-2	3%	?	?
Cc1ccc(C(=O)Nc2nnc(S(=O)(=O)N3CCOCC3)s2)cc1
→ -2%	-4%	1	-3	0%&-5%	?	35%[activator]
COc1cc(S(=O)(=O)N2CCN(C(=O)c3ccccc3)CC2)c(OC)cc1Br
→ -8%	-2%	-4	-15	4%	20%	-24%
CCOC(=O)N1CCN(CC(O)COc2ccc(-c3ccccc3)cc2)CC1 (configuration not stated)
→ -21%	5%	0	7	-6%	?	15%
COc1ccccc1CNS(=O)(=O)c1ccc2c(c1)CC(C)N2C(=O)C1CC1 (configuration not stated)
→ ?	1%	10	8	-16%	0%	?
COCC(=O)Nc1nc(-c2ccc([N+](=O)[O-])cc2)cs1
→ -4%	1%	1	37	-23%	3%	52%[activator]
Nc1c(C(=O)NCc2ccco2)c2nc3ccccc3nc2n1CCc1ccc(F)cc1
→ -18%	4%	3	-4	-13%	?	.
CN(C(=O)CSc1nnc(-c2ccncc2)n1Cc1ccccc1)C1CCS(=O)(=O)C1 (configuration not stated)
→ .	3%	-3	-3	.	25%	14%
Cc1ccc(C(=O)NCC(c2ccco2)N2CCCCC2)s1 (configuration not stated)
→ 6%	.	.	.	-10%	?	?
